Screening data deposited in PubChem BioAssay by Broad Institute.
PGC1a acetyl inh – inhibitors of PGC1a acetylation signal, primary screen, cell-based, U2OS, AlphaScreen, inhibitor mode | AlphaScreen anti-acetyl-lysine; with virally co-expressed GCN5 acetyltransferase | inhibition, % at 15.6 µM | 350,000 compounds, 0.17% hits;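 active = every replicate shows inhibition of at least 40%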;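 note: 0% = neutral control wells and 100% = positive control wells; some results beyond the cut were filed as inactive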
S100A4 MyoIIA – inhibitors of S100A4-myosin IIA peptide binding, primary screen, biochemical, fluorescence polarization, TAMRA-MyoIIA peptide | Protein S100-A4 (Homo sapiens), P26447 | inhibition, % at 10.7 µM | 360,000 compounds, 0.14% hits | AID 652163, 2013;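 active = mean inhibition of at least 70% across replicates, with every replicate also reaching that level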
Target sequence (P26447 whole entry, looked up): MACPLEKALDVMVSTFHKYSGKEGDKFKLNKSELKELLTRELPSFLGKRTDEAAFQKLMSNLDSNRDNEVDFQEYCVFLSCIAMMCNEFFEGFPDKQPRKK
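Assay system: human S100A4 monomer with TAMRA-labelled myosin IIA peptide / Buffer or medium: Calcium-containing HEPES buffer, pH 7.2 / Reagent: TAMRA-labelled myosin IIA heavy-chain peptide probe, 5 nM / Compound: one dose per compound / Timing: polarization read 5 min after assay mix addition, stable 5–60 min / Benchmarks: neutral control DMSO, positive control TFP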
LGR2 antag – inhibitors of bursicon-induced LGR2 CRE-luciferase signal, primary screen, cell-based, HEK293, CRE-luciferase reporter, bursicon stimulation. inhibition, % at 9.99 µM. 380,000 compounds, 0.35% hits. bursicon-stimulated, 4 h. AID 720647, 2013;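 active = drop in luminescence signal, shown as inhibition above about 50% in the replicate tests, limit read from the data, passing the limit was not always enough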;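 note: agonist challenge used bursicon conditioned medium at about half maximal strength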
ERAP1 HTS inh – human ERAP1 aminopeptidase inhibitors, primary screen, biochemical, single point, plate reader | Endoplasmic reticulum aminopeptidase 1 (Homo sapiens), Q9NZ08 | recombinant ERAP1, Leu-AMC fluorescence, 60 min | inhibition, % at 10.7 µM | 340,000 compounds, 0.15% hits | AID 652197, 2013;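 active = mean replicate inhibition of at least 30%, or all replicates individually reaching that 30% level; inactive = mean below 30% and not every replicate reaching it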;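 note: 0% = neutral control wells and 100% = L-leucinethiol positive control wells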
Target sequence (Q9NZ08 whole entry, looked up): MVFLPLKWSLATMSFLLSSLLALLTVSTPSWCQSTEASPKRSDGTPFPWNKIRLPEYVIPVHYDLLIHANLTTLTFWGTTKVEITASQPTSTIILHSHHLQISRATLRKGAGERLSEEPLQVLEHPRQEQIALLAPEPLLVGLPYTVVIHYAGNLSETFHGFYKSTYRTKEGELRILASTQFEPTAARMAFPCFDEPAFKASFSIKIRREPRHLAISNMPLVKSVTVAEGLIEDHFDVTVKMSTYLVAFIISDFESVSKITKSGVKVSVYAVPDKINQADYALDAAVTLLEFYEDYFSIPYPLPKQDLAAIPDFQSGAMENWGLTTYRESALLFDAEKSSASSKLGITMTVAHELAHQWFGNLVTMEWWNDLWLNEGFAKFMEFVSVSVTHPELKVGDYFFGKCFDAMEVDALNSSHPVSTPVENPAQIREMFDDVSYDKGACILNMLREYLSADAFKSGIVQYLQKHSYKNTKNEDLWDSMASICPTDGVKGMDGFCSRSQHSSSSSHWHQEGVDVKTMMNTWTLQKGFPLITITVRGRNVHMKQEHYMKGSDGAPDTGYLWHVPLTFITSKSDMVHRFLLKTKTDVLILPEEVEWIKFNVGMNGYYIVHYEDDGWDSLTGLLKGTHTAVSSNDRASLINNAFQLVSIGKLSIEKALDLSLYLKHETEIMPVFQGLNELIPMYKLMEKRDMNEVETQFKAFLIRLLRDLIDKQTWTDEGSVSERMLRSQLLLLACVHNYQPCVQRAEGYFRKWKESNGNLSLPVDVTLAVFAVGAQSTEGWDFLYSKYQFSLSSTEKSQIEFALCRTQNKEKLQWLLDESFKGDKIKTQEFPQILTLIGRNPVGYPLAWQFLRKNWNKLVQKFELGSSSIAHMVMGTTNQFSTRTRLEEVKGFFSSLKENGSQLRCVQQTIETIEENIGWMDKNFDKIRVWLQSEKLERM
Cneo AK release – Cryptococcus neoformans cell lysis inducers, primary screen, AK release luminescence, single concentration; AID 651654, 2012; C. neoformans lysis, adenylate kinase release luminescence, 4 h; normalised: neutral wells 0, clomiphene wells 100; lysis activity, % at 15 µM; 360,000 compounds, 0.2% hits;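 active = mean lysis activity across replicates of at least 80%, whatever share of replicates individually reach that level; inactive = mean lysis activity below 80%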
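Assay system: Cryptococcus neoformans yeast cells / Dosing: single-point compound dose / Timing: 4 h at 37 °C static, read 1 h later / Measured by: luminescence of released adenylate kinase using an AK detection reagent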
Statin myotox sup – suppressors of statin myotoxicity in C2C12 myotubes, primary screen, cell-based, single point, plate reader. rescue of ATP level, % at 7.49 µM. 330,000 compounds, 0.78% hits. C2C12 myotubes + simvastatin, ATP luminescence, 48 h; scaled: DMSO 0, geranylgeraniol control 100;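 active = mean ATP rescue above about 67%, or every replicate alone reaching that limit, limit read from the data, passing the limit was not always enough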;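 note: myotubes were challenged with 10 µM simvastatin during compound exposure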
XiGFP reactiv – activators of inactive X chromosome reactivation, primary screen, imaging, XiGFP fibroblasts, GFP high-content imaging, set 2. XiGFP mouse fibroblasts, % GFP-positive cells imaging, 3 d; cells co-treated with 5-aza-dC sensitizer; scaled so ellipticine positive control = 100%. AID 743238, 2013. activation, % at 7.58 µM. 360,000 compounds, 0.055% hits;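 active = mean normalized replicate activation at least 10% and every replicate at or above 10%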;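 note: 0% = median of on-plate neutral control wells and 100% = ellipticine 6 µM median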
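System: XiGFP fibroblasts, SV40-immortalized. Medium: DMEM plus 5-aza-dC sensitizer. Doses: single point. Timing: 3 d treatment, 15 min room-temperature fixation. Control set: ellipticine 6 µM.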
SIRT5 block – SIRT5 desuccinylase inhibitors, primary screen, biochemical, fluorescence imaging, single point, set 5. 330,000 compounds, 1.1% hits. Purified SirT5, succinyl-peptide AMC, trypsin-coupled fluorescence. inhibition, % at 15 µM; in the data active = inhibition above about 15%
* hit, by the source's call; nt = no result given. An excerpt; the hit share may differ from the screen's.

SMILES | PGC1a acetyl inh | S100A4 MyoIIA | LGR2 antag | ERAP1 HTS inh | Cneo AK release | Statin myotox sup | XiGFP reactiv | SIRT5 block
COc1ccc(NS(=O)(=O)c2cccc(C(=O)N3CCN(C(=O)c4ccco4)CC3)c2)cc1 | 10.4 | 0.4 | 13.5 | 3.1 | 1.3 | 8.6 | 0.0 | -1.1
Cn1c(=S)[nH]c(=O)c2ncc(=O)[nH]c21 | nt | -7.6 | nt | -2.9 | nt | nt | 0.0 | 1.4
O=C(CNS(=O)(=O)c1ccccc1)N1CCN(c2ccccc2)CC1 | -12.4 | -0.3 | -8.4 | -2.9 | -1.4 | -17.2 | nt | nt
COc1ccccc1C(=O)NCC(=O)OC(C)C(=O)N(C)C1CCCCC1 (configuration not stated) | 11.8 | 2.7 | -6.4 | 1.3 | -1.5 | 6.9 | 0.1 | -1.6
COc1ccc2c3c([nH]c2c1)[C@@H](CO)N(C(=O)Nc1ccc(F)cc1)CC31CCN(Cc2cc(-c3ccccc3)on2)CC1 | nt | 7.0 | 1.6 | -1.1 | nt | nt | 0.3 | 4.7
COc1ccc(C(=O)CC(Sc2ccccc2N)c2ccc(OC)cc2)cc1 (configuration not stated) | nt | -1.6 | 67.6* | -2.2 | -4.7 | nt | 0.0 | nt
O=C(Nc1ccon1)c1sc2cc(Cl)ccc2c1Cl | nt | -2.1 | -37.1 | 0.6 | 0.7 | -14.9 | 0.2 | -2.0
CCOCCCNC(=O)C1CCN(S(=O)(=O)N2CCCC2)CC1 | nt | 1.2 | 12.3 | 1.5 | nt | nt | 0.0 | 8.4
C[C@@H]1CCCCO[C@@H](CN(C)C(=O)Cc2ccccc2)[C@@H](C)CN([C@H](C)CO)C(=O)c2cc(NC(=O)NC3CCCCC3)ccc2O1 | 8.0 | nt | -8.8 | nt | -11.0 | nt | 0.2 | nt
COc1ccc(N2CCN(C(=O)Cn3ncc4c([nH]c5ccccc54)c3=O)CC2)cc1 | 0.9 | 3.1 | 24.2 | 0.1 | -2.1 | -2.5 | 0.2 | 0.2
CN(CC(=O)Nc1ccc(F)cc1)C(=O)COC(=O)c1nc(Cl)ccc1Cl | 0.4 | -5.1 | 3.2 | -5.9 | 0.7 | 3.4 | 0.0 | 1.2
Cc1ccc(NC(=O)C2CCN(c3ncnc4sc(C)c(C)c34)CC2)cc1S(=O)(=O)N(C)C | 9.7 | -5.3 | 30.1 | 3.4 | nt | -3.8 | 0.2 | -1.5
O=C(/C=C\c1ccco1)c1ccc(NC(=O)c2ccco2)cc1 | -8.7 | -0.2 | -7.5 | 1.0 | nt | 0.8 | 0.0 | 3.7
CC(C)N(C(=O)[C@H]1C[C@H](CC(=O)NCc2cccc(C(F)(F)F)c2)C(=O)N2CCc3c([nH]c4cc(CCC(=O)N(C)C)ccc34)[C@]12C)C(C)C | -14.6 | 14.8 | nt | -0.1 | 0.0 | -5.4 | -0.1 | 23.7*
Cc1cc(C(=O)N2CCOCC2)c(C)o1 | 6.8 | -3.7 | 5.1 | -5.9 | 0.0 | 5.2 | -0.2 | 2.0
Cc1cc(NC(=O)/C=C\C(=O)O)c([N+](=O)[O-])cc1C | nt | -4.1 | nt | 2.6 | nt | nt | 0.0 | 0.5
C=CCn1c(SCC(=O)Nc2nncs2)nnc1-c1ccco1 | -2.4 | -1.7 | -6.5 | -7.1 | -0.6 | 0.3 | 0.1 | -19.1
CC(C)CCN(C(=O)c1cn2ccccc2n1)c1c(N)n(Cc2ccccc2)c(=O)[nH]c1=O | -8.7 | 2.5 | 1.2 | 0.2 | 4.7 | -10.6 | 0.1 | -0.1
Cn1c(N)c(C(=O)COC(=O)c2cc(C3CC3)nc3ccccc23)c(=O)n(Cc2ccccc2)c1=O | nt | 0.7 | 13.6 | -1.5 | 4.8 | 8.8 | 0.0 | nt
C[C@@H]1CN([C@H](C)CO)C(=O)c2ccccc2-c2ccccc2CO[C@H]1CN(C)C(=O)CCN(C)C | 0.7 | -2.3 | 3.0 | -2.8 | -0.4 | nt | -1.1 | -4.5
Cc1cnc(C(=O)OCC(=O)Nc2ccc(Cl)cc2)cn1 | 8.7 | -4.8 | 1.9 | -3.3 | nt | nt | nt | 2.4
CCOC(=O)c1ccc(NC(=O)c2cccnc2)cc1 | nt | 0.8 | -15.5 | -2.3 | -0.8 | 1.0 | 0.4 | -3.3
Cc1cccc(C)c1NC(=O)Cn1nnc(C(=O)Nc2ccc(F)cc2F)c1N | 9.7 | 0.6 | 16.3 | -0.2 | 0.7 | -21.6 | -0.1 | -2.2
O=C(C[C@H]1C=C[C@H](NC(=O)CC2CC2)[C@@H](CO)O1)NCc1ccc(-c2ccccc2)cc1 | 12.9 | 5.4 | 10.9 | 0.9 | -0.3 | 11.4 | 0.0 | -2.2
C/C(=N\Nc1ccc(Cl)c(C(=O)O)c1)c1cccc([N+](=O)[O-])c1 | -1.2 | -8.2 | -15.3 | nt | -1.2 | -29.6 | 0.8 | 2.5
C=CCNC(=O)/C(C#N)=C/c1ccccc1Cl | -8.4 | -2.6 | -27.8 | -3.9 | nt | nt | 0.0 | 0.8
COC(=O)NCC(c1ccco1)N1CCN(c2ccc(OC)cc2)CC1 (configuration not stated) | 3.5 | 1.7 | 3.7 | -0.5 | nt | nt | 0.0 | -0.6
C[C@@H]1CN([C@@H](C)CO)C(=O)c2cc(NC(=O)CCCN(C)C)ccc2O[C@@H](C)CCCCO[C@H]1CN(C)S(=O)(=O)c1ccccc1 | -7.4 | 3.5 | 10.8 | -2.0 | -4.4 | nt | 0.1 | 0.5
CCCc1noc2c1/C(=N\O)CC(CC(C)SCC)C2 (configuration not stated) | -3.6 | -3.1 | 10.1 | 5.4 | -0.1 | -5.6 | nt | -1.7
CNc1ccc2c3c(cccc13)C(=O)N(C)C2=O | nt | 36.4 | 27.8 | 2.6 | nt | nt | 0.2 | 1.2

3 entries out of the list, sorted by formula weight, smallest number first.
SMILES | PGC1a acetyl inh | S100A4 MyoIIA | LGR2 antag | ERAP1 HTS inh | Cneo AK release | Statin myotox sup | XiGFP reactiv | SIRT5 block
CCOC(=O)c1ccc(NC(=O)c2cccnc2)cc1 | nt | 0.8 | -15.5 | -2.3 | -0.8 | 1.0 | 0.4 | -3.3
COC(=O)NCC(c1ccco1)N1CCN(c2ccc(OC)cc2)CC1 (configuration not stated) | 3.5 | 1.7 | 3.7 | -0.5 | nt | nt | 0.0 | -0.6
C[C@@H]1CN([C@@H](C)CO)C(=O)c2cc(NC(=O)CCCN(C)C)ccc2O[C@@H](C)CCCCO[C@H]1CN(C)S(=O)(=O)c1ccccc1 | -7.4 | 3.5 | 10.8 | -2.0 | -4.4 | nt | 0.1 | 0.5

(listing goes on)
SMILES | PGC1a acetyl inh | S100A4 MyoIIA | LGR2 antag | ERAP1 HTS inh | Cneo AK release | Statin myotox sup | XiGFP reactiv | SIRT5 block
CC12CCC(C(=O)N(NC(=O)c3ccc(O)cc3)C1=O)C2(C)C (configuration not stated) | 3.5 | 5.8 | -8.6 | -1.2 | 0.1 | 2.2 | nt | -4.0
O=C(Cc1ccccc1)Nc1ccccc1C(=O)Nc1ccccc1 | nt | -1.5 | 4.6 | -2.5 | nt | nt | 0.0 | -1.9
COc1ccc(NC(=O)Nc2ccc3c(c2)[C@@H]2C[C@H](CC(=O)NC4CCCC4)O[C@H](CO)[C@@H]2O3)cc1 | -8.5 | 9.9 | -4.2 | -2.8 | 2.8 | 4.6 | 0.1 | -1.9
CCc1ccccc1N1CCN(S(=O)(=O)c2cc(OC)ccc2OC)CC1 | -5.3 | 1.3 | 2.0 | -6.2 | -4.8 | 47.0 | nt | -1.7
CCn1c(SCC#N)nc2cc(S(=O)(=O)N3CCOCC3)ccc21 | 0.8 | -3.8 | -5.0 | 1.1 | -0.8 | 0.8 | 0.0 | -2.4
C[C@H](CO)N1C[C@H](C)[C@@H](CN(C)S(=O)(=O)c2ccc(F)cc2)Oc2c(NS(=O)(=O)c3ccc(Cl)cc3)cccc2C1=O | 0.8 | nt | -11.0 | nt | 4.6 | -2.5 | 0.0 | nt
COc1ccc(C2CC(Cn3cc(C#N)c(=O)n(C)c3=O)ON2C)cc1 (configuration not stated) | 12.8 | 1.7 | -14.2 | 3.8 | nt | nt | 0.0 | -10.0
N/C(=N\OC(=O)CCCOc1ccccc1)c1ccccc1 | nt | 0.3 | -18.2 | 8.5 | nt | nt | 0.0 | -3.8
COc1ccccc1NC1=Nc2cccc3cccc1c23 | 2.1 | 0.8 | -11.9 | 2.3 | 1.9 | 1.2 | -0.1 | 0.8
Cc1ccc(S(=O)(=O)Nc2ccc3c(c2)CC(=O)N([C@H](C)CO)C[C@H](C)[C@@H](CN(C)CC2CCCCC2)O3)cc1 | -6.5 | 3.2 | -17.7 | 0.2 | 11.9 | 63.9 | -0.8 | 18.6*
Cc1ccc(C(=O)NC(=S)NCc2cccnc2)cc1 | -0.8 | -2.4 | 43.6 | -1.8 | 0.6 | nt | 0.1 | -0.9
C=Cn1cc[n+](CC(=O)c2cccs2)c1 | 7.2 | 6.6 | -2.6 | 2.7 | -5.3 | 10.1 | 0.0 | 0.3
COCC(=O)N1[C@H](CO)[C@H]2c3ccccc3N(C(=O)c3ccncc3)C[C@H]21 | 6.1 | 13.8 | -5.5 | -2.5 | 0.9 | -9.9 | 0.0 | -3.3
C[C@@H]1CN([C@@H](C)CO)C(=O)c2cccc(N(C)C)c2O[C@H]1CN(C)S(=O)(=O)c1cn(C)cn1 | 4.1 | 3.4 | 10.6 | -6.3 | -1.5 | -41.0 | -0.4 | nt
CCOC(=O)c1ccc(NC2c3ncccc3C(=O)N2Cc2ccc(F)cc2)cc1 (configuration not stated) | -22.4 | nt | 9.0 | nt | 0.8 | 16.0 | nt | nt
CC(C)(C)OC(=O)NCCOCCOCCNc1ncnc2ccc(Br)cc12 | 16.7 | 5.3 | nt | 0.9 | 1.9 | nt | nt | 1.9
Nc1c(Cl)ncnc1N/N=C/c1cccc(O)c1 | -4.5 | -1.4 | -28.7 | -4.9 | nt | 1.9 | -0.1 | 1.3
CCn1c(SCC(=O)Nc2cccc(C)n2)nc2c1c(=O)n(C)c(=O)n2C | nt | -5.6 | 1.6 | 10.9 | nt | nt | 0.0 | -0.8
Nc1c(C(=O)N/N=C/c2ccc([N+](=O)[O-])cc2)cnn1-c1ccccc1 | -0.8 | 0.2 | -23.8 | nt | -1.0 | -3.9 | -0.1 | -5.4
CCC(=O)Nc1ccc2c(c1)C(=O)N(C)C[C@@H](OC)[C@@H](C)CN(CC1CC1)[C@@H](C)CO2 | -5.2 | -12.7 | -0.9 | -2.8 | 8.1 | 5.8 | 0.1 | 0.5
Cc1onc(-c2c(Cl)cccc2Cl)c1NC(=O)NNc1ccccc1 | 5.6 | -7.2 | -1.6 | -1.4 | nt | nt | 0.2 | 2.4
COc1ccccc1NC(=O)CSc1nnc(CCNC(=O)c2ccc(C)cc2)n1C | nt | -0.3 | -23.7 | -0.2 | nt | nt | -1.0 | -3.4
